Bioassay records (PubChem)
Bim-Bcl-W = disrupts Bim peptide binding to human Bcl-W; 190,000 tested, 0.02% active; AID 952; Q92843; bead-based flow cytometry; inhibition, % at 10 µM;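 also: 0% = bound tracer without compound and 100% = peptide blocker; higher means less fluorescent Bim peptide bound to Bcl-W beads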
Target sequence (Q92843 whole entry, looked up): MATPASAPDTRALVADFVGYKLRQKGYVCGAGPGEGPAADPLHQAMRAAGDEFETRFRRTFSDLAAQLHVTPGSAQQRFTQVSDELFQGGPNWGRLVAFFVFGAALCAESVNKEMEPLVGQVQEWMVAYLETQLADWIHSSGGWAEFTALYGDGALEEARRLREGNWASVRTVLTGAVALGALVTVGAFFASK
RGS8-Gao reg = human RGS8-Galphao interaction regulation | P09471 | 220,000 tested, 0.34% active | AID 1423 | multiplexed bead flow cytometry, RGS8-Galphao binding; actives lie on both sides | response (percent of control binding), % at 10 µM; in the data active = response below about 60% or above about 140%; inactive = in between;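 also: Galphao activated as the GDP aluminium fluoride complex binding bead-coupled RGS8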
Bim-Bfl-1 = disrupts Bim binding to human Bfl-1 | Bead-based flow cytometry, Bim-Bfl-1 binding inhibition | inhibition, % at 10 µM | 190,000 tested, 0.12% active | AID 1008;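 also: 0% = wells without compound plus tracer and 100% = blocker peptide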
Bim-Bcl-XL = inhibitors of Bim-Bcl-XL interaction, human. Bim peptide-Bcl-XL binding, bead flow cytometry, fluorescence. 190,000 tested, 0.04% active. AID 1007. inhibition, % at 10 µM
Target sequence (Q07817 whole entry, looked up): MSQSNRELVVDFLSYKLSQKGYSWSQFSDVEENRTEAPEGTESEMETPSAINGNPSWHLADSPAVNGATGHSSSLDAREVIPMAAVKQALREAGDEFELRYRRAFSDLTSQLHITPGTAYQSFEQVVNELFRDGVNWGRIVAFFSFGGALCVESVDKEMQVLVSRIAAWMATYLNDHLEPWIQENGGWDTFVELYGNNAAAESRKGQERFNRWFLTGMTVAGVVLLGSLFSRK
RGS7-Gao = modulates binding of RGS7 to human Galphao | P09471 | Multiplexed bead flow cytometry; actives lie on both sides | binding response (% of control), % at 10 µM | 220,000 tested, 0.35% active | AID 1439; in the data active = binding response below about 49% or above about 150%; inconclusive = no clear call, values can overlap the other calls; inactive = in between;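 also: fluorescent Galphao held in activated GDP-AlF4 state binding bead-coupled RGS7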
Bcl-2 Bim block = inhibitors of Bim-Bcl-2 interaction, human; Bead-based flow cytometry, Bim peptide-Bcl-2 binding; inhibition, % at 10 µM; 190,000 tested, 0.06% active; AID 950; P10415; in the data active = inhibition above about 40%; inconclusive = no clear call, values can overlap the other calls;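 also: 0% = no compound wells with probe peptide and 100% = reference peptide inhibitor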
Target sequence (P10415 whole entry, looked up): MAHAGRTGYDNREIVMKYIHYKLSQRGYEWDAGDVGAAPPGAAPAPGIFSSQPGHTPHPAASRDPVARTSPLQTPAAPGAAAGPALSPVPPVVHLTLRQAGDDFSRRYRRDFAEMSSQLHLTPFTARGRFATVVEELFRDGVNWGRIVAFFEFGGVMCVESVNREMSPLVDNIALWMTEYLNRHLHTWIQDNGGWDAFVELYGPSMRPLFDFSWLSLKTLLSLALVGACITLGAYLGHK
ABCB1 inh = inhibitors of human ABCB1 transporter, ABCG2 counter-screen; 190,000 tested, 0.067% active; P08183; inhibition, % at 6.6 µM; CCRF-Adr cells, JC-1 efflux, flow cytometry; AID 1326; in the data active = inhibition above about 40%;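 also: 0% = vehicle and 100% = reference inhibitor; higher value means more JC-1 retained so stronger ABCB1 efflux block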
ABCG2 inh = human ABCG2 inhibition, ABCB1 as counter-screen; Q9UNQ0; IgMXP3 cells, JC-1 efflux, flow cytometry; inhibition, % at 6.6 µM; 190,000 tested, 0.1% active;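 active = inhibition above 80%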;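 also: 0% = DMSO and 100% = nicardipine control wells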
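Test system: IgMXP3 (ABCG2) plus far-red-tagged CCRF-Adr (ABCB1) cells / Amount: 3 million cells/mL in well / Reagent: JC-1 transporter substrate / Timing: 10 min compound exposure, 25 °C / Signal: flow cytometry, 530 nm JC-1 signal / Read-out: percent efflux inhibition, scaled nicardipine 100% to DMSO 0% / Benchmarks: nicardipine as high control, DMSO as low control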
Mcl-1 Bim block = human Bim-Mcl-1 interaction inhibition; Q07820; Bead-based flow cytometry, Bim peptide-Mcl-1 binding; inhibition, % at 10 µM; 190,000 tested, 0.1% active; AID 1009;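 also: 0% = no compound tracer wells and 100% = peptide blocker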
Bim-Bcl-B = human Bim-Bcl-B interaction inhibition. Q9HD36. bead-based flow cytometry, Bim peptide-Bcl-B binding. inhibition, % at 10 µM. 190,000 tested, 0.073% active;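 also: 0% = tracer peptide without compound and 100% = reference inhibitor peptide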
Target sequence (Q9HD36 whole entry, looked up): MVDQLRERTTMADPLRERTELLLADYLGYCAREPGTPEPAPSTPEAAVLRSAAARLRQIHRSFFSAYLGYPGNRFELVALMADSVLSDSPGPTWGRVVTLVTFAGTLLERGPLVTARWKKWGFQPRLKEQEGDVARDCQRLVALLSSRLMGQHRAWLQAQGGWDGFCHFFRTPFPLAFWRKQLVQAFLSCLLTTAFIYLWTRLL
RGS4-Gao reg = modulates binding of RGS4 to human Galphao; P09471; 220,000 tested, 0.33% active; AID 1415; binding response (% of control), % at 10 µM; Multiplexed bead flow cytometry; actives lie on both sides; in the data active = binding response below about 49% or above about 150%; inactive = in between;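 also: fluorescent Galphao activated with aluminum fluoride binding bead-coupled RGS4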
Active calls of the source: *; u = inconclusive; x = not tested or not shown; & = joins results of further samples; [ ] = remark or other dose. Rule as the data show it, unless noted: active = inhibition above about 40%. An unsorted share of the library; about 0.94% have a hit in one of these screens.

SMILES	Bim-Bcl-W	RGS8-Gao reg	Bim-Bfl-1	Bim-Bcl-XL	RGS7-Gao	Bcl-2 Bim block	ABCB1 inh	ABCG2 inh	Mcl-1 Bim block	Bim-Bcl-B	RGS4-Gao reg
O=C(C1CC1)N1CCc2cc(S(=O)(=O)NC3CCN(Cc4ccccc4)CC3)ccc21	3	98	-3	0	120	-5	3.3	6	2	-2	99
Cc1ccc2[nH]c3c(c2c1)CC/C(=C/c1ccccc1)C3=O	3	96	-9	0	214*[activator]	0	0.4	2	4	-2	113
CCc1nccn1S(=O)(=O)c1cccc([N+](=O)[O-])c1	-2	102	-4	-6	95	-2	0.4	5	-3	-2	93
O=C1N(S(=O)(=O)c2ccccc2F)C(=O)C2(CCCC2)N1S(=O)(=O)c1ccccc1F	0	100	-4	-2	109	-6	-2.2	-2	0	-7	99
CCCn1c(O)c2ccc(C(=O)N=NC(=O)c3cccnc3)cc2c1O	4	101	-9	0	101	-6	0.4	1	0	-2	101
NCC(O)COc1ccc2c(c1)OCO2 (stereo not drawn)	-4	103	-2	-10	104	-5	0.6	3	-7	-6	106
CNS(=O)(=O)c1cc(C(=O)OCC(=O)NC2CCCc3ccccc32)ccc1Cl (stereo not drawn)	-1	101	0	-1	99	0	0.4	3	-3	-5	100
N#Cc1c(-c2ccco2)ccn(Cc2cccc(F)c2)c1=O	-2	96	-4	-2	102	-3	1.1	6	0	-6	97
CCOc1ccc(N(CC(=O)N2CCC(Cc3ccccc3)CC2)S(C)(=O)=O)cc1	-1	103	-6	-4	101	-2	-0.3	0	-2	-2	101
Cc1ccc(N2CN=c3s/c(=C\c4ccccn4)c(=O)n3C2)cc1	-3	60*	-15	-7	48*	-10	1.0	47	-3	-8	51

RGS8-Gao reg: what is marked active above.
mol	Bim-Bcl-W	RGS8-Gao reg	Bim-Bfl-1	Bim-Bcl-XL	RGS7-Gao	Bcl-2 Bim block	Mcl-1 Bim block	Bim-Bcl-B	RGS4-Gao reg
Cc1ccc(N2CN=c3s/c(=C\c4ccccn4)c(=O)n3C2)cc1	-3	60*	-15	-7	48*	-10	-3	-8	51

Other structures follow.
SMILES	Bim-Bcl-W	RGS8-Gao reg	Bim-Bfl-1	Bim-Bcl-XL	RGS7-Gao	Bcl-2 Bim block	ABCB1 inh	ABCG2 inh	Mcl-1 Bim block	Bim-Bcl-B	RGS4-Gao reg
CCn1c(/C=C/c2c(C)[nH]c3ccccc23)nc2ccccc2c1=O	-3	105	4	-9	103	0	0.4	5	-7	-6	106
O=C(O)c1ccc(NS(=O)(=O)c2ccc3c(c2)OCCCO3)cc1	-3	99	-8	-4	u	-6	0.4	8	-5	-9	101
CCc1cc(C(N)=S)ccn1	-4	100	-4	-2	102	-5	x	2	-1	-2	106
O=C(CN1CCOCC1)Nc1ccccc1Cl	-2	101	-2	-3	101	-3	1.6	13	-2	-1	99
CCN(c1ccccc1)S(=O)(=O)c1ccc(C(=O)Nc2nccs2)cc1	3	90	-7	-2	89	-6	0.4	1	2	-6	88
c1cnc2ccc(C(c3nnnn3C3CCCCC3)N3CCN4CCCC4C3)cc2c1 (stereo not drawn)	-2	100	-4	-2	101	-3	0.8	1	2	1	99
O=C(C[n+]1cc(-c2ccc(Cl)c(Cl)c2)n2c1CCC2)OCc1ccccc1	-3	100	-14	-3	104	-4	0.7	4	-2	-9	103
O=C(CCCCCN1C(=O)c2ccccc2C1=O)Nc1ccc(F)cc1	-4	107	-1	-5	99	-2	1.2	8	-3	-9	107
COc1cc(C(=O)OCC(=O)N(C)C)cc(NC(=O)c2ccco2)c1OC	-1	112	-5	-7	110	-5	1.1	5	-4	-3	109
Nn1c(SCC(=O)N2CCc3ccccc3C2)nnc1-c1cccs1	-5	102	-1	-1	100	-1	1.1	5	-6	-6	100
COc1ccc(C(=O)n2nc(-c3ccc(OC)cc3)nc2N)cc1	-1	101	0	-4	104	0	0.5	2	-6	-3	103
CCC(=O)Nc1nc(C)c(C(=O)N2CCCCC2)s1	0	103	-12	-2	102	-8	0.1	1	-2	-7	102
COC(=O)c1cc(C(C)=O)c(C)[nH]c1=O	-3	95	-5	-2	95	-2	0.2	0	-3	-1	97
CC(C)CNC(=O)CC(c1ccccc1)c1c(O)ccc2ccccc12 (stereo not drawn)	0	100	1	-2	100	0	-0.1	0	0	0	99
CC(C)=CCC(C)(C)CNC(=O)NC1CCCCC1	-1	101	-10	-4	103	-4	0.1	0	2	-6	102
CS(=O)(=O)c1nncn1-c1ccccc1	0	104	2	-4	97	8	0.2	1	0	0	101
C=CCn1c(=O)c2ccc(C(=O)NCc3ccccc3)cc2n(Cc2ccc(Cl)cc2)c1=O	-2	100	-1	-4	103	-1	2.7	23	-1	-3	101
Cc1ccc(C)c(OCC(=O)Nc2nonc2NC(=O)COc2cc(C)ccc2C)c1	-2	102	-6	-6	100	-10	0.1	10	-1	-11	101
CCCc1nc(N)c(C#N)c(N)c1C#N	-3	104	-3	-3	99	-3	-0.1	2	0	-2	103
COCCNC(=O)CNC(=S)N(CCCN1CCOCC1)Cc1cccs1	-2	106	-8	-3	u	-5	1.0	0	-1	-6	107
COc1cccc(-n2c(SCC(N)=O)nnc2-c2c[nH]c3ccccc23)c1	3	97	3	7	99	5	-0.4	-2	2	-5	103
CCC(=O)N1CCN(CCN=CC2=C(O)CC(c3ccc(OC)cc3)CC2=O)CC1 (stereo not drawn)	-5	103	-5	-6	100	-4	0.2	1	-3	-4	103
O=c1/c(=C\c2ccc3c(c2)OCO3)sc2n1CCCN=2	-2	100	-17	-5	98	-11	-0.8	6	-4	-11	100
CC(=O)Nc1ccc(NC(=O)COC(=O)CCc2nc3ccccc3s2)cc1	-1	97	-7	0	99	-2	0.3	3	0	-3	98
COCCn1c(=NC(C)=O)sc2cc([N+](=O)[O-])ccc21	0	102	3	0	105	3	0.1	2	0	0	103
C/C(=N\Nc1nc(C)c(C)s1)c1ccc([N+](=O)[O-])cc1	2	108	2	-3	102	1	0.3	1	0	-9	110
CC1(C)Cc2ccccc2C(N/N=C/c2ccc([N+](=O)[O-])cc2)=N1	0	102	-3	-3	101	0	2.3	10	-2	-10	103
C=CCn1c(SCC(=O)c2c(N)n(CCC)c(=O)n(C)c2=O)nnc1-c1ccncc1	0	103	-5	-1	u	-2	0.4	2	0	-2	104
CC(=O)Nc1c(I)c(NC(C)=O)c(I)c(C(=O)O)c1I	0&1	98&85	0&0	-5&0	103&97	-3&1	-0.2&-0.2	-1&-1	-3&0	-4&0	99&93
Cc1nc(Nc2cccc(C(C)O)c2)c2nnn(Cc3ccc(F)cc3)c2n1 (stereo not drawn)	0	95	-5	-1	94	-1	0.3	5	-1	0	94

Record cards (already shown):
C/C(=N\Nc1nc(C)c(C)s1)c1ccc([N+](=O)[O-])cc1 reads Bim-Bcl-W: 2; RGS8-Gao reg: 108; Bim-Bfl-1: 2; Bim-Bcl-XL: -3; RGS7-Gao: 102; Bcl-2 Bim block: 1; ABCB1 inh: 0.3; ABCG2 inh: 1; Mcl-1 Bim block: 0; Bim-Bcl-B: -9; RGS4-Gao reg: 110
COCCn1c(=NC(C)=O)sc2cc([N+](=O)[O-])ccc21 reads Bim-Bcl-W: 0; RGS8-Gao reg: 102; Bim-Bfl-1: 3; Bim-Bcl-XL: 0; RGS7-Gao: 105; Bcl-2 Bim block: 3; ABCB1 inh: 0.1; ABCG2 inh: 2; Mcl-1 Bim block: 0; Bim-Bcl-B: 0; RGS4-Gao reg: 103

(continued)
SMILES	Bim-Bcl-W	RGS8-Gao reg	Bim-Bfl-1	Bim-Bcl-XL	RGS7-Gao	Bcl-2 Bim block	ABCB1 inh	ABCG2 inh	Mcl-1 Bim block	Bim-Bcl-B	RGS4-Gao reg
COCCNC(=O)CSc1nc2cc3c(cc2c(=O)n1CCCC(=O)NCc1ccc(OC)cc1)OCO3	3	96	0	5	97	2	1.3	14	1	0	99
Cc1ccccc1NCC(=O)N/N=C\c1ccc([N+](=O)[O-])s1	0	99	-3	0	102	-3	0.4	14	0	-3	92
Cc1nc2ccccc2c2c1C(=O)N(Cc1cccnc1)C2=O	3	101	-9	1	100	-6	1.1	2	0	-4	100
O=C(NC(Nc1cc(C(F)(F)F)ccc1Cl)C(=O)c1ccccc1)c1ccccc1 (stereo not drawn)	-1	102	0	-3	100	-2	0.0	0	-1	-4	99
Cc1ccc(-n2c([S-])c(C(=O)NC(C)c3ccccc3)[n+]3ccccc23)cc1 (stereo not drawn)	7	97	8	5	106	3	5.1	5	4	-24	101
CC(=O)N1CCN(C(=S)c2ccc(-c3ccc(Cl)cc3)o2)CC1	3	86	-4	-5	114	-6	-0.3	2	-5	-25	91
CCC(C)NC(=O)Nc1ccc(C)cc1C (stereo not drawn)	-1	102	0	-2	103	0	0.3	3	1	0	105
O=C(c1cnc2n(c1=O)CCS2)N1CCCc2ccccc21	x	97	x	x	99	u	1.4	3	x	x	100
O=C(NCCSc1c(-c2ccccc2)[nH]c2ccccc12)c1cc2ccccc2oc1=O	-5	x	0	-1	x	-1	3.0	20	-2	0	x
COC(=O)c1c(C)[nH]c(C(=O)OCC(=O)NC(C)(C)C)c1C	-1	104	-6	-1	98	-6	0.4	7	-4	-4	99
FC(F)(F)c1nc(N2CCN(c3ccccc3)CC2)nc2c1CCCCC2	0	86	-5	1	94	-6	0.2	-1	1	-4	101
Cc1cc(C)cc(C(=O)NC(=S)Nc2ccc(Cc3ccncc3)cc2)c1	-3	103	0	-6	104	-4	0.9	2	-3	-9	105
COc1ccc(CNC(=O)c2csc(Cc3ccc(OC)cc3)n2)cc1	6	99	-14	-17	101	-7	0.3	1	-6	-10	103
O=[N+]([O-])c1cc(O)c2ncccc2c1	3	99	0	-1	97	-2	-0.2	0	1	0	95
Cc1cc(C)n2nc(SCc3nc4ccccc4[nH]3)nc2n1	-2	100	-13	-2	97	-7	1.7	9	0	-2	102
COC(=O)c1[nH]c2cc(OC)ccc2c1NC(=O)CCN1CCSCC1	-2	105	-2	1	102	-2	0.2	1	-1	-3	104

Laid out differently: 3 of the compounds above
COC(=O)c1[nH]c2cc(OC)ccc2c1NC(=O)CCN1CCSCC1
  Bim-Bcl-W: -2
  RGS8-Gao reg: 105
  Bim-Bfl-1: -2
  Bim-Bcl-XL: 1
  RGS7-Gao: 102
  Bcl-2 Bim block: -2
  ABCB1 inh: 0.2
  ABCG2 inh: 1
  Mcl-1 Bim block: -1
  Bim-Bcl-B: -3
  RGS4-Gao reg: 104

O=[N+]([O-])c1cc(O)c2ncccc2c1
  Bim-Bcl-W: 3
  RGS8-Gao reg: 99
  Bim-Bfl-1: 0
  Bim-Bcl-XL: -1
  RGS7-Gao: 97
  Bcl-2 Bim block: -2
  ABCB1 inh: -0.2
  ABCG2 inh: 0
  Mcl-1 Bim block: 1
  Bim-Bcl-B: 0
  RGS4-Gao reg: 95

Cc1cc(C)cc(C(=O)NC(=S)Nc2ccc(Cc3ccncc3)cc2)c1
  Bim-Bcl-W: -3
  RGS8-Gao reg: 103
  Bim-Bfl-1: 0
  Bim-Bcl-XL: -6
  RGS7-Gao: 104
  Bcl-2 Bim block: -4
  ABCB1 inh: 0.9
  ABCG2 inh: 2
  Mcl-1 Bim block: -3
  Bim-Bcl-B: -9
  RGS4-Gao reg: 105
